Shiga inhibitor = blocks Shiga toxin action in Vero cells. inhibition, % at 38.7 µM. hit rate 9.2% among 290,000. Vero cells, Shiga toxin protein synthesis inhibition reporter; in the data active means inhibition mostly above about 28%, no sharp cut-off; inactive means mostly below about 43%; further: 0% is about no effect
LmPK inh = LmPK (Leishmania mexicana) enzyme inhibition; Q27686; Potency, µM (top dose mostly 57.5 µM), inactives show at the highest dose activity change, negative = inhibition, most hits filed as inhibitors; purified LmPK, Kinase-Glo ATP luminescence, 1 h; hit rate 0.37% among 290,000; further: potency means the concentration at half of the fitted maximal effect; on the % scale 0 is the no-effect control and ±100 the full control effect
Target sequence (Q27686 whole entry, looked up): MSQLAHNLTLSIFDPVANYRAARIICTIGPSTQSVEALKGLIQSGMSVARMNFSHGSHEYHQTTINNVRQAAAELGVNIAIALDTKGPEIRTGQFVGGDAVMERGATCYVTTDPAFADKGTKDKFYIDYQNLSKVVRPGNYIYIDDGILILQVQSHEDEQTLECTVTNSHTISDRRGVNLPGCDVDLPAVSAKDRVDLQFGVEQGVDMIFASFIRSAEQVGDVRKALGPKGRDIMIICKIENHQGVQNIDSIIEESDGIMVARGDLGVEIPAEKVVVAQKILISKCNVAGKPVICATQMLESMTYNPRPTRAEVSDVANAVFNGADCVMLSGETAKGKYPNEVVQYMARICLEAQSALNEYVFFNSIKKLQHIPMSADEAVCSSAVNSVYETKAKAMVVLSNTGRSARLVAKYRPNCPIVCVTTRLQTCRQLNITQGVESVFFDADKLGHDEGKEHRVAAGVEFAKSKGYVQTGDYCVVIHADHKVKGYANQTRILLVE
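Purified LmPK (0.1 nM) converted ADP (0.1 mM) to ATP with PEP (0.5 mM) in imidazole buffer pH 7.2 with KCl and MgCl2, 1 h at room temperature. ATP was read by Kinase-Glo luminescence; data normalized to uninhibited and no-enzyme controls.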
Tb PYK inh = inhibitors of Trypanosoma brucei pyruvate kinase | Q57TT1 | Potency, µM (top dose mostly 76.8 µM), without a hit: at the highest dose activity, negative = inhibition, most hits filed as inhibitors | hit rate 0.12% among 410,000 | AID 624173 | TbPYK enzyme, Kinase-Glo Plus ATP luminescence, 45 min; further: potency means the concentration at half of the fitted maximal effect; on the % scale 0 is the no-effect control and ±100 the full control effect; nearly all actives have a fitted effect of over 50% in size
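Luminescence from Kinase-Glo Plus, added after a 45-minute room-temperature reaction, served as the end-point read-out. The enzyme and substrate were preincubated with compound before ADP (130 uM final) initiated turnover. Concentration-effect curves came from normalized qHTS data.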
Pf growth 96h = P. falciparum growth inhibition at 96 hours; hit rate 6.9% among 320,000; AID 504834; Potency, µM (series often up to 28.7 µM), without a hit: top-dose activity change, negative = inhibition, usual class: inhibitors; P. falciparum luciferase reporter growth, 96 h; further: potency means the concentration at half of the fitted maximal effect; on the % scale 0 is the no-effect control and ±100 the full control effect
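Infected RBCs, 2% Hct / 0.05% parasitemia final; luciferase-reporter P. falciparum; cpd 96 h, 37 C, 5% CO2; luciferase detection reagent; luminescence.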
Pf growth 48h = inhibits P. falciparum growth in the first generation, 48 h; Potency, µM (doses to about 28.7 µM), for inactives: at the highest dose activity change, negative = inhibition, actives largely listed as inhibitors; hit rate 5.9% among 310,000; AID 504832; P. falciparum luciferase growth in erythrocytes, 48 h; further: potency means the concentration at half of the fitted maximal effect; on the % scale 0 is the no-effect control and ±100 the full control effect
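A one-generation exposure of luciferase-tagged malaria parasites in RPMI 1640/Albumax erythrocyte culture, 37 C and 5% CO2. Inhibition is inferred from decreased luminescence after adding detection reagent.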
AMA1-RON2 inh = AMA1-RON2 (P. falciparum) interaction inhibition. AlphaScreen AMA1-biotinylated RON2 peptide binding. Potency, µM (series often up to 58.2 µM), without a hit: top-dose activity change, negative = inhibition, usual class: inhibitors. hit rate 0.2% among 360,000;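 further: potency means the concentration at half of the fitted maximal effect; 0% = vehicle wells and -100% = peptide control; nearly all actives have a fitted effect of over 45% in size; some results filed as inactive show a strong effect at the top dose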
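AMA1 (3D7) with his tag at 25 nM final met compounds first, then biotinylated RON2 peptide at 25 nM; detection used donor plus acceptor beads, 10 µg/mL apiece, read by AlphaScreen after 30 min at room temperature.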
Cycloheximide cs = counter-screen for Shiga toxin inhibitors: cycloheximide protein synthesis inhibition. cell reporter, cycloheximide protein synthesis inhibition counterscreen. max response, %. hit rate 12% among 300,000. AID 2314; in the data active means max response mostly above about 13%, no sharp cut-off; inactive means mostly below about 14%; further: read at 38.3 µM for the half of the compounds with a filed dose; 0% is about no effect
An asterisk follows results filed as active; ? = inconclusive; · = no result given; & = joins results of further samples; [ ] = dose if it differs, or a comment. Unless noted, the call rests on the fitted dose curve; in most records, active means well fitted curve in the direction sought with a large enough effect; inconclusive means small, poorly fitted or top-dose-only effect, or another doubt; inactive means no such curve, though single readings can be large; an effect the other way counts as inactive or inconclusive.

SMILES	Shiga inhibitor	LmPK inh	Tb PYK inh	Pf growth 96h	Pf growth 48h	AMA1-RON2 inh	Cycloheximide cs
COc1ccc(C2C(C(=O)Nc3ccccc3)=C(C)Nc3nc(CCCO)nn32)cc1 (configuration not stated)	-14	4%	-9%	13µM*	-33%	-4%	-4
CCCCCn1nc(C)c(/C=N\NC(=O)c2cc(C)oc2C)c1C	44*	0%	1%	-26%	13µM*	0%	18*
CCCNc1nc2c(c(=O)[nH]c(=O)n2C)n1CCOc1ccccc1	-9	4%	-4%	12%	13%	-5%	-4
C/C(=N\NC(=O)CSc1nc2ccccc2s1)c1ccco1	48*	1%	-10%	21%	45%[activator]	52%[activator]	17*
Cc1cc2nc3s/c(=C/c4ccc(-c5ccccc5C(=O)O)o4)c(=O)n3c2cc1C	13	-5%	-20%	24%	12%	-26%	11
Fc1cccc(Cl)c1CNC(c1ccccc1)c1ccccc1	-6	9%	-1%	·	-15%	52%[activator]	2
COC(=O)C1=C(C)NC(=O)/C1=C\c1ccc2c(c1)OCO2	14	0%	-18%	?	?	6%	34*
O=C(Nc1ccc(Oc2ccc(NC(=O)Nc3ccc([N+](=O)[O-])cc3)cc2)cc1)Nc1ccc([N+](=O)[O-])cc1	-2	2%	-1%	?	?	-2%	3
CC(=O)N(c1nnc(-c2ccc(C)cc2)s1)C1CCCC1	26*	0%	-8%	?	41%[activator]	8%	28*
Cc1n[nH]c(C)c1N1C(=O)c2cccc3c(Br)ccc(c23)C1=O	-10	1%	-7%	33%[activator]	12%	-11%	1
Cn1nccc1C(=O)N1CCCC(N2CCN(c3cccc(C(F)(F)F)c3)CC2)C1 (configuration not stated)	-5	-1%	·	9%	-24%	·	2
CCOc1ccc2[nH]c3nc(SCC(=O)NC4CCCC4)nnc3c2c1	-6	-1%	-6%	58%[activator]	2%	-8%	-2
CCCOP(=O)(c1ccc(N(C)C)cc1)C(Nc1ccccc1)c1ccc(N(C)C)cc1 (configuration not stated)	18	7%	-12%	8.3µM*	2.6µM*	-15%	13
COCCNC(=O)c1ccc2snnc2c1	-16	2%	-18%	·	1%	-23%	-6
Cc1oc2ccccc2c1CNC(=O)N(C)C	25	-3%	-1%	40%[activator]	?	13%	-4
COc1ccc(NC(C)=O)cc1S(=O)(=O)N(C)Cc1c(C)nn(-c2ccccc2)c1C	·	·	-3%	?	?	8%	·
O=S(=O)(Nc1nc(-c2ccccc2)cs1)c1cccc(C(F)(F)F)c1	2	-2%	1%	0%	35%[activator]	14%	-2
O=C(CSc1nnc(CNC(=O)c2ccccc2)o1)NCC1CCCO1 (configuration not stated)	-5	0%	4%	23%	10%	13%	1
CCOc1ccc(CCNC(=O)C2CCCN(S(=O)(=O)c3c(C)n[nH]c3C)C2)cc1OCC (configuration not stated)	-3	2%	-8%	4%	8.3µM*	-8%	6
COc1ccc2c(c1OC)C(=O)OC2c1c(O)n(C2CCCCC2)c(=O)[nH]c1=O (configuration not stated)	-22	2%	-12%	-3%[5.75 µM]	9%	-7%	14
CC1CCCCC1NC(=O)C1CCCN1S(=O)(=O)c1cccc2nsnc12 (configuration not stated)	-9	3%	-7%	?	·	-5%	4
Cn1c2ccccc2c(=O)c2ccc(C#CC3(O)CCCCC3)cc21	41*	1%	-2%	-61%	-37%	45%[activator]	35*
O=C(O)C(Cc1ccc(O)cc1)N1C(=O)C2CCCCC2C1=O (configuration not stated)	-4	-5%	-4%	-9%	9%	-1%	-2
O=C(CCCc1cccs1)Nc1nc2c(s1)CCCC2	30*	-5%	-14%	60%[activator]	41%[activator]	13%	57*

Some entries already given, limited to LmPK inh.
Molecule	LmPK inh
O=C(CSc1nnc(CNC(=O)c2ccccc2)o1)NCC1CCCO1 (configuration not stated)	0%
CCOc1ccc(CCNC(=O)C2CCCN(S(=O)(=O)c3c(C)n[nH]c3C)C2)cc1OCC (configuration not stated)	2%
COc1ccc2c(c1OC)C(=O)OC2c1c(O)n(C2CCCCC2)c(=O)[nH]c1=O (configuration not stated)	2%
CC1CCCCC1NC(=O)C1CCCN1S(=O)(=O)c1cccc2nsnc12 (configuration not stated)	3%
Cn1c2ccccc2c(=O)c2ccc(C#CC3(O)CCCCC3)cc21	1%

(list continues)
SMILES	Shiga inhibitor	LmPK inh	Tb PYK inh	Pf growth 96h	Pf growth 48h	AMA1-RON2 inh	Cycloheximide cs
Cc1c(C(=O)N2CCC2)oc2ccc(Br)cc12	·	·	5%	16%	-17%	6%	·
Cc1cccc(NC(=O)c2cccc(N3C(=O)C4C5C=CC(C6CC56)C4C3=O)c2)c1 (configuration not stated)	-8	6%	-2%	?	16%	2%	-1
Cc1nc(SCC(=O)Nc2ccccc2C(F)(F)F)c(C#N)c(C)c1CC(=O)c1ccc(Br)cc1	4	-2%	·	15%	·	·	-2
COC(=O)c1ccccc1NC(=O)CCCn1nc(C)c2c(C)n(-c3ccccc3)nc2c1=O	-2	-1%	0%	15µM*	?	0%	-3
CCN(c1cccc(C)c1)S(=O)(=O)c1cc(CN2C(=O)c3cccnc3C2=O)ccc1OC	92*	-1%	0%	-7%	-10%	39%[activator]	19*
CC(C)(C)c1ccc(C(=O)N/N=C/c2cccc(Cl)c2)cc1	27	2%	8%	13µM*	·	-3%	20
N/C(=N\c1nc2ccccc2o1)NC(=O)c1ccc(F)cc1	72*	-12%	0%	156%[activator]	79%[activator]	-9%	32*
COc1ccc(N2CCN(Cc3nc4scc(-c5cccs5)c4c(=O)[nH]3)CC2)cc1	1	6%	7%	0%	?	-15%	10
O=C(O)C/C(=C\c1cccc(NC(=O)c2ccccc2Cl)c1)c1nc2ccccc2s1	52*	0%	0%	?	-8%	0%	26*
O=C(O)CCSc1nc2ccccc2n1Cc1ccccc1	10	-5%	-5%	2.9µM*	-9%	-6%	1
CCCCC[C@H]1CN(C2CCCCC2)C(=O)[C@@H]1CC(=O)NCc1ccccc1	-4	4%	-3%	-11%	27%	-10%	-3
NC(=O)c1cc(-c2ccccc2)nc(N2CCCCCC2)n1	-10	-5%	4%	13µM*	0%	27%	4

Quoted at random: 3 records from the list, in no set order.
SMILES	Shiga inhibitor	LmPK inh	Tb PYK inh	Pf growth 96h	Pf growth 48h	AMA1-RON2 inh	Cycloheximide cs
CCCCC[C@H]1CN(C2CCCCC2)C(=O)[C@@H]1CC(=O)NCc1ccccc1	-4	4%	-3%	-11%	27%	-10%	-3
N/C(=N\c1nc2ccccc2o1)NC(=O)c1ccc(F)cc1	72*	-12%	0%	156%[activator]	79%[activator]	-9%	32*
Cc1c(C(=O)N2CCC2)oc2ccc(Br)cc12	·	·	5%	16%	-17%	6%	·

(cont.)
SMILES	Shiga inhibitor	LmPK inh	Tb PYK inh	Pf growth 96h	Pf growth 48h	AMA1-RON2 inh	Cycloheximide cs
Cc1ccccc1-c1nc(CS(=O)CC(=O)NC2CCCCC2)c(C)o1 (configuration not stated)	11	-1%	-10%	-19%	24%	3%	8
CN1CCC2(CC1)NC(=O)C1=C(CN(C)CC1)N2	-4	3%	-5%	1%	7%	14%	-4
Cc1ccc(-c2nnc(-c3ccccc3Br)o2)cc1	·	-8%	-5%	39%	205%[activator]	-1%	38*
O=C(CC1CCCCC1)Nc1ncn[nH]1	-3	7%	-7%	2.9µM*	0%	-5%	4
Cc1cccc(N2CC(C(=O)Nc3nccs3)CC2=O)c1C (configuration not stated)	-4	3%	-20%	20%	30%[activator]	-12%	-2
O=c1nc2ccccc2c2n1CC(CN1CCN(c3cccc(Cl)c3)CC1)N2 (configuration not stated)	-9	0%	-1%	5%	-15%	-6%	1
CCCCCOc1ccccc1C(=O)NCCCC(=O)O	-15	2%	-2%	?	5%	6%	-6
CC(C)Nc1nc(NC(C)C)nc(Oc2ccc(/C=N/O)cc2)n1	-14	-6%	0%	·	5%	-17%	-1
C=CCn1c(SCC(=O)NC2CCS(=O)(=O)C2)nnc1-c1ccc(Cl)cc1 (configuration not stated)	·	·	0%	20%	11%	9%	·
O=C(N/N=C/c1ccoc1)c1ccccc1O	32	-11%	-1%	93%[activator]	-22%	-21%	29*
CCc1nnc(NS(=O)(=O)c2ccc(N=CC3=C(O)CC(C)(C)CC3=O)cc2)s1	-7	1%	2%	?	7%	-5%	-2
CC(C)(C)OC(=O)N1CCCN(C(=O)Nc2cccc(Cl)c2)CC1	10	-1%	-1%	36%[activator]	17%	-15%	10
Cc1ccc(C(=O)Nc2ccnc(-c3ccncc3)n2)cc1	-7	1%	1%	-8%	-5%	-2%	-3
COc1ccc(N(CC(C)C)S(=O)(=O)c2nnc(NC(=O)c3ccco3)s2)cc1	-4	3%	11%&0%	?	?	10%	-5
C=C(C)c1nc2cc(OC)c(OC)cc2c(=O)o1	-19	8%	-7%	·	6%	0%	-4
CC(=O)NC(CCS(C)(=O)=O)C(=O)Nc1cccc2ccccc12 (configuration not stated)	6	-1%	1%	5%	5%	-3%	-1
CCCC1(c2ccccc2)NC(=O)N(CC(=O)Nc2cc(C)ccc2OC)C1=O (configuration not stated)	-7	1%	4%	7%	?	-17%	-2
Cc1cccc(C(=O)NC2CCN(CC(=O)N3CCOCC3)CC2)c1	-14	4%	2%	?	18%	-3%	9
CN1C(=O)/C(=C/C=C2\SCCN2C)SC1=S	82*	-12%	·	182%[activator]	141%[activator]	·	58*
C/C(CC(=O)Nc1ccc(N(C)C)cc1)=N\NC(=O)c1ccc([N+](=O)[O-])cc1	33	-4%	-5%	-14%	-10%	26%	18*
Cc1ccc2c(c1)C1CC(C)(O2)N(c2cccc(C(=O)N3CCN(c4ccccn4)CC3)c2)C(=O)N1 (configuration not stated)	-5	-9%	3%	?	-28%	7%	-1
CCOC(=O)C(NC(=O)c1ccccc1)(OCc1ccc(F)cc1)C(F)(F)F (configuration not stated)	-4	0%	-10%	-17%	-18%	5%	-2
COCC(C)NC(=O)CSc1nc2nn(-c3ccccc3)c(=O)c-2c2n1CCCCC2 (configuration not stated)	-7	-2%	-2%	?	?	-7%	0
O=C(NCc1ccc2c(c1)OCO2)c1cccs1	-5	1%	-10%	54%[activator]	22%	?	-5
COc1ccc(-c2nnn(CC(=O)N(CCCN3CCOCC3)C(C(=O)NC3CCCC3)c3ccco3)n2)cc1 (configuration not stated)	-2	4%	-1%	-14%	?	-10%	-3
CC(NC(=O)CSc1cccc(C(F)(F)F)c1)c1ccccc1 (configuration not stated)	8	1%	10%	?	-7%	2%	3
Cc1cccc(N(Cc2ccccc2)C(=O)c2ccc(CS(C)(=O)=O)cc2)c1	-10	2%	3%	?	-17%	1%	-3
CCOc1ccccc1NC(=O)[C@@H](NC(=O)c1ccccc1F)C(C)C	4	6%	4%	-10%	-34%	?	7
CCc1ccccc1N(CC)C(=O)c1cn(CC)c(=O)c2cc(OC)c(OC)cc12	2	1%	-2%	·	?	-6%	17
CCn1c(O)c2ccc(C(=O)N=NC(=O)c3ccccc3)cc2c1O	31	-1%	-7%	?	3%	52%[activator]	14
C[C@]12C=CC(=O)C=C1CC[C@@H]1C2[C@@H](O)C[C@@]2(C)C1CC[C@]2(O)C(=O)COC(=O)CCC(=O)O (some centres not stated)	-13	-3%	1%	25%	-16%[0.00184 µM]	17%	-4
Cc1cc(N2C(=O)C(O)=C(C(=O)c3cccs3)C2c2ccc(F)cc2)no1 (configuration not stated)	31	1%	0%	52%[activator]	39%[activator]	-14%	-3

Not a hit list. Share with any hit: about 21%.
